Source: PubChem BioAssay
proCasp3 act – activators of human procaspase-3. P42574. recombinant procaspase-3 D3A, Ac-DEVD-pNA absorbance 405 nm. activation, % at 8.5 µM. 330,000 tested, 0.11% active. AID 463141;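 active = activation above the mean of all tested compounds plus 3 SD, cut at about 21% in these data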;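 note: 0% = DMSO alone and 100% = DMSO wells spiked with extra 5 µM PC-3 D3A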
Target sequence (P42574 whole entry D9A/D28A/D175A): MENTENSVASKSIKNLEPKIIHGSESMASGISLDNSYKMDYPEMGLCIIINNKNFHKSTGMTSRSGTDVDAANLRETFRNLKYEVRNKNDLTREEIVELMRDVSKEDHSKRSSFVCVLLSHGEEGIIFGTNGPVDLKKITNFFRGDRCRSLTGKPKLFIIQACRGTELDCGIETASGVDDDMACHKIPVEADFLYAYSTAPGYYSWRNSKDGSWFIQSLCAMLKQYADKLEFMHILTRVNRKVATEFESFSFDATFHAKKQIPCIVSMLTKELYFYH
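material = Procaspase-3 D3A mutant | probe or stimulus = Ac-DEVD-pNA | compound = single dose, 8.5 µM nominal compound, 0.8% DMSO | timing = 1 h preincubation, 2 h reaction | measured by = 405 nm absorbance of p-nitroaniline, reads at 0 and 120 min | benchmarks = DMSO-only low control, 5 µM PC-3 D3A high control | repeats = singlicate, each compound tested once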
JMJD2C inh – human JMJD2C demethylase inhibition | Q9H3R0 | GST-JMJD2C(1-420) H3K9me3 demethylation, DELFIA europium | inhibition, % at 2.35 µM | 330,000 tested, 0.069% active | AID 2099;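 active = more than half of a compound's replicate wells show inhibition beyond 50%, single wells judged on their own value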;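 note: signal counts dimethyl H3K9 product captured on neutravidin plate; 0% = median of DMSO wells and 100% = 0.3 times that DMSO median; strong numbers were not always called active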
Target sequence (Q9H3R0 1-420 limits assumed): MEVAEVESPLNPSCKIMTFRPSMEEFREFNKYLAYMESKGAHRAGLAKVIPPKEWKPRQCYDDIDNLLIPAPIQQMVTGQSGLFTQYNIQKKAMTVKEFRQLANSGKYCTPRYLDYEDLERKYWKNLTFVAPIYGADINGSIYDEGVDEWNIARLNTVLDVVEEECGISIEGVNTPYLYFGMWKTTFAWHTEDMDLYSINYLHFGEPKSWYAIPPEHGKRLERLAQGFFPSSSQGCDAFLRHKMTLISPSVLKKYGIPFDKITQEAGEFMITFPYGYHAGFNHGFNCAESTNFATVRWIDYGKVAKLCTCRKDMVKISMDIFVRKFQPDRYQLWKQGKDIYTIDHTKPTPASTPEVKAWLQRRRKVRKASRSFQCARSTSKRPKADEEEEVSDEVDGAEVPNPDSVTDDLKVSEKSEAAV
Efflux pump mplx – antifungal efflux pump inhibition, Nile Red retention | 330,000 tested, 0.44% active | inhibition, % at 10 µM | S. cerevisiae Candida pump triplex;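 active = plate passing quality check with inhibition over a set limit, or well fluorescence over plate mean plus 4 SD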;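 note: Nile Red retained in pooled yeast measured as flow cytometry median fluorescence; 0% = buffer negative control and 100% = Enniatin B positive control; higher means more Nile Red kept so more efflux inhibition; some compounds called inactive have numbers as strong as hits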
proCasp7 act – counter-screen for procaspase-3 activators: activators of human procaspase-7; activation, % at 8.5 µM; recombinant procaspase-7, Ac-DEVD-pNA absorbance 405 nm; D23A/D198A/D206A triple mutant, cannot self-cleave; scale: DMSO 0, 5 µM enzyme 100; P55210; 330,000 tested, 0.093% active;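 active = percent activation above the screen-wide mean plus 3 SD, cut at about 25% in these data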
Target sequence (P55210 whole entry D23A/D198A/D206A): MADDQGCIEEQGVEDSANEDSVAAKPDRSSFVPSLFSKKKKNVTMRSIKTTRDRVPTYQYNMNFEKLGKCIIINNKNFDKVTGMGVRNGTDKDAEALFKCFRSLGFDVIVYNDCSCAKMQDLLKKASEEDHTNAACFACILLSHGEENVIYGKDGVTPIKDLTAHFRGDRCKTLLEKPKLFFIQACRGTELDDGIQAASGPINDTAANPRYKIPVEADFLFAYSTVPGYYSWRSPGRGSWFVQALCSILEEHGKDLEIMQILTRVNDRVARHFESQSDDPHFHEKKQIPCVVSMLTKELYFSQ
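System: Uncleavable procaspase-7 mutant enzyme; Amount: 2 µM procaspase-7 mutant as dispensed; Schedule: 1 h compound preincubation, 2 h substrate cleavage, 25 °C; Measured by: 405 nm absorbance of p-nitroaniline; Evaluation: percent activation from buffer-corrected 0–120 min absorbance change; Control set: low DMSO alone, high DMSO plus 5 µM PC-7.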
An asterisk follows results filed as active; x = no result given.

Values run as follows: proCasp3 act, JMJD2C inh, Efflux pump mplx, proCasp7 act
1: COC(C(=O)N/N=C(\C)c1ccc(C)cc1)c1ccccc1 (centres undefined)
 : x, 12.7, 0.0, x
2: COC(=O)c1ccc(NC(=O)C[n+]2ccccc2C)cc1
 : x, 3.7, 0.1, x
3: Cc1cnc2cc(Cl)ccc2c1SCC(=O)O
 : x, -2.0, -0.1, x
4: CS(=O)(=O)N(CC(=O)N1CCc2ccccc2C1)c1ccc(Cl)cc1F
 : x, 6.7, -0.1, x
5: CCOC(=O)C1=C(C)c2ccccc2N(S(=O)(=O)C(F)(F)F)C1C(=O)OCC (centres undefined)
 : -5.2, x, 0.0, -1.8
6: COc1cc2oc(=O)cc(-c3ccc(-c4ccc(C#N)cc4)cc3)c2c(OC)c1OC
 : 1.9, x, 0.1, 4.7
7: CN(C)C(=O)CCc1ccc2c3c([nH]c2c1)[C@]1(C)[C@@H](C(=O)N2CCCCC2)C[C@H](CC(=O)NCCN2CCOCC2)C(=O)N1CC3
 : -2.2, x, 0.1, 1.3
8: Nc1ncnc2c1ncn2[C@@H]1O[C@H](CNC(=O)[C@H]2CCC(=O)N2)[C@@H](O)[C@H]1O
 : 5.0, x, 0.5, -0.3
9: CC[C@@H]1C=C(C(=O)O)[C@H](c2ccc(Cl)cc2)N1S(=O)(=O)c1ccc(C)cc1
 : 1.7, x, -0.2, 9.5
10: O=S1(=O)c2ccc(Br)cc2N2CCC[C@H]2CN1Cc1ccccc1
 : -3.3, x, 0.1, -3.7
11: CN(C)C(=O)CCc1ccc2c3c([nH]c2c1)[C@]1(C)[C@@H](C(=O)N2CCCCC2)C[C@H](CC(=O)NCCC2=CCCCC2)C(=O)N1CC3
 : -2.2, x, 0.0, 8.8
12: CC[C@]12c3[nH]c4cc(-c5ccco5)ccc4c3CCN1C(=O)[C@@H](CC(=O)NCC13CC4CC(CC(C4)C1)C3)C[C@@H]2C(=O)N1CCN(C(=O)c2ccco2)CC1
 : 3.7, x, 0.2, -13.9
13: COc1cc(OC)c2c(-c3cccc(-c4ccc(C(C)=O)cc4)c3)cc(=O)oc2c1
 : -10.6, x, -0.1, -0.7
14: COc1ccc(-c2noc(CCC(=O)N3CCN(c4ccccc4C(F)(F)F)CC3)n2)cc1
 : -4.3, x, 0.1, 6.9
15: CCN(CC)C(=O)[C@H]1C[C@H](CC(=O)NCCCN(C)C)C(=O)N2CCc3c([nH]c4ccc(Cl)cc34)[C@]12C
 : -6.6, x, 0.4, -14.2
16: O=c1cc(-c2ccc(OCc3ccccc3)cc2)oc2cc(OCc3ccccc3)cc(OCc3ccccc3)c12
 : -1.9, x, -0.1, -1.9
17: CC[C@@H]1C/C=C\Cc2ccccc2[C@H](C(=O)C[C@@H](O)CC(C)=O)OC1=O
 : -1.7, x, 0.6, 12.7
18: O=C(C[C@H]1C[C@H](C(=O)N2CCOCC2)[C@@]2(CCC3CCCC3)c3[nH]c4cc(-c5ccco5)ccc4c3CCN2C1=O)NCCCn1ccnc1
 : -2.2, x, 0.4, 0.8
19: Cc1cccc(C2=NN(c3ccccc3)[C@H](CO)[C@H]2c2ccc(F)cc2)c1
 : 25.2*, x, 0.3, 12.3
20: Cc1nc(SCc2nc3ccccc3[nH]2)c2oc3ccc(Br)cc3c2n1
 : -2.1, x, -0.1, -1.1

Nos. 1–2 of the list above:
Values run as follows: proCasp3 act, JMJD2C inh, Efflux pump mplx, proCasp7 act
1: COC(C(=O)N/N=C(\C)c1ccc(C)cc1)c1ccccc1 (centres undefined)
 : x, 12.7, 0.0, x
2: COC(=O)c1ccc(NC(=O)C[n+]2ccccc2C)cc1
 : x, 3.7, 0.1, x

Continuation:
Values run as follows: proCasp3 act, JMJD2C inh, Efflux pump mplx, proCasp7 act
21: CN(C)CCCNC(=O)C[C@H]1C[C@H](C(=O)N2CCCCC2)[C@@]2(CCc3ccccc3)c3[nH]c4ccc(Cl)cc4c3CCN2C1=O
 : 6.2, x, 1.0, 7.3
22: COC(=O)[C@H](C(C)C)N(Cc1ccccc1)S(=O)(=O)CCN1CCCC1
 : -1.1, x, -0.2, -0.7
23: CC(O)c1cccc(-c2ccc(CN3C[C@]4(CO)O[C@@H](CO)C[C@@H]4S3(=O)=O)cc2)c1 (some centres undefined)
 : -6.3, x, -0.2, -5.9
24: Cc1ccc(C)c(OCCC(=O)OCC(=O)NC(=O)NC2CCCCC2)c1
 : 7.8, x, -0.1, 13.1
25: CC(NC(=O)COC(=O)c1cc(=O)c2ccccc2o1)c1ccccc1 (centres undefined)
 : -11.9, x, 0.1, 10.0
26: COc1ccc(CNC(=O)C[C@H]2C[C@H](C(=O)N(C(C)C)C(C)C)[C@@]3(C)c4[nH]c5cc(CCC(=O)N(C)C)ccc5c4CCN3C2=O)cc1OC
 : -3.2, x, -0.3, -5.0
27: COc1ccc(NC(=O)N(C)C[C@H]2Oc3ccc(NS(=O)(=O)c4ccc(F)cc4)cc3C(=O)N([C@H](C)CO)C[C@@H]2C)cc1
 : 11.3, x, 0.0, 5.2
28: COc1ccccc1[C@H]1C(c2cccc(Cl)c2)=NN(c2ccccc2)[C@@H]1CO
 : 17.4, x, -0.1, -19.4
29: CC(C)(C)OC(=O)NCCCCCNC(=O)c1[nH]cnc1C(=O)N[C@@H](Cc1ccccc1)C(=O)OC(C)(C)C
 : 4.0, x, 0.0, 1.7
30: O=C(NCc1cc(C(F)(F)F)ccc1Cl)c1cccc2c1C(=O)c1ccc(Cl)cc1S2(=O)=O
 : 4.2, x, 0.1, 4.7
31: COc1ccc(-c2noc(CCC(=O)N3CCN(c4cccc(C)c4C)CC3)n2)cc1
 : 3.9, x, -0.1, 8.3
32: C[C@H](CO)N1C[C@H](C)[C@@H](CN(C)S(=O)(=O)c2cccs2)Oc2c(NC(=O)NC3CCCCC3)cccc2C1=O
 : -1.8, x, -0.1, 10.5
33: CC[C@]12c3[nH]c4ccc(Cl)cc4c3CCN1C(=O)[C@@H](CC(=O)NCCCN(C)C)C[C@@H]2C(=O)N1CCN(C(=O)c2ccco2)CC1
 : -2.4, x, 0.3, -0.2
34: C[C@]12c3[nH]c4cc(-c5ccco5)ccc4c3CCN1C(=O)[C@@H](CC(=O)NCc1ccco1)C[C@@H]2C(=O)N1CCCCC1
 : -4.1, x, 0.4, -1.7
35: CCOC(=O)C1Oc2ccccc2C(c2ccc(C)cc2)=C1C(=O)OC (centres undefined)
 : -5.6, x, 0.0, 4.6
36: C=CCC[C@H](Cc1ccc(F)cc1)C(=O)OC[C@@H](C)NC(=O)[C@@H](CC=C)CC(=O)N[C@H](CO)Cc1ccccc1
 : 0.4, x, 0.1, 2.9
37: CN(C)CCCNC(=O)C[C@H]1C[C@H](C(=O)N2CCCCC2)[C@@]2(CCc3ccccc3)c3[nH]c4cc(-c5ccco5)ccc4c3CCN2C1=O
 : -6.2, x, 0.6, 1.6
38: C[C@H](CO)N1C[C@H](C)[C@@H](CN(C)CC2CCCCC2)Oc2c(NC(=O)Cc3ccccc3)cccc2C1=O
 : 7.1, x, 0.9, 3.0
39: C[C@@]12CCC=C[C@H]1[C@H](c1ccccc1Br)N(Cc1ccccc1)C2=O
 : -5.7, x, -0.1, 3.9
40: COc1cc(NC(=O)c2ccc(S(=O)(=O)N(C)c3ccccc3)cc2)cc(OC)c1
 : -3.8, x, -0.1, 5.1
41: CCN(C[C@H]1N[C@@](C)(C(=O)OC)[C@H]2C(=O)N(C)C(=O)[C@@H]12)C(=O)c1ccccc1
 : 7.1, x, -0.2, 4.2
42: O=C(c1ccccc1NS(=O)(=O)c1ccc([N+](=O)[O-])cc1[N+](=O)[O-])N1O[C@@H]2C=C[C@H]1C2
 : -6.1, x, -0.3, -4.2
43: O=C1OCCN1C(=O)[C@H]1[C@H](c2ccc(Cl)cc2)C(c2cccc(Cl)c2)=NN1c1ccc(Br)cc1
 : 15.9, x, -0.1, 10.5
44: COc1ccc2[nH]c3c(c2c1)CCN1C(=O)C(CC(=O)NCCCn2ccnc2)C[C@H](C(=O)N2CCOCC2)[C@@]31CCC1CCCC1 (some centres undefined)
 : -10.2, x, -0.2, 1.8
45: COc1ccc(-c2cccc(-c3cc(=O)oc4cc5c(cc34)OCO5)c2)cc1
 : -2.4, x, -0.2, 1.6
46: COC(=O)[C@H]1C[C@H](O)CN1S(=O)(=O)c1ccc(Br)cc1F
 : 2.6, x, -0.5, 4.1
47: CC1=CN(S(=O)(=O)c2ccc(C)cc2)C[C@@H]2[C@H]3CC[C@H](C3)[C@H]12
 : 1.1, x, -0.1, -22.2
48: C=C1/C=C(\C)[C@](C)(O)C[C@H](O)CC(=O)[C@H](O)[C@@H](O)[C@H](C)C[C@H](C)OC(=O)/C(C)=C/CC/C=C/[C@@H]2O[C@H]2C[C@H](C)C1
 : -2.3, x, 0.3, 8.0
49: COc1cc(OC)cc(-c2c(C#Cc3ccsc3)c3cc(-c4ccc(OC)c(OC)c4)ccc3n2C)c1
 : -6.3, x, 0.1, -4.8
50: CC[C@]12c3[nH]c4cc(CCC(=O)N(C)C)ccc4c3CCN1C(=O)[C@@H](CC(=O)NCCc1ccccn1)C[C@@H]2C(=O)N1CCN(C(=O)C2CC2)CC1
 : 6.4, x, -0.4, 1.5
51: COC(=O)[C@H](CC(C)C)NC(=O)Cn1cnc2c(OCc3ccccc3)ncnc21
 : 5.1, x, -0.1, -6.3
52: Cc1cccc([C@H]2[C@@H]3C=CC[C@@H](C)[C@@H]3C(=O)N2Cc2ccccc2)c1
 : 2.4, x, 0.1, 7.6
53: O=C1CCC[C@@H]2CC(N3CCCCC3)C[C@@H]3CCN1[C@H]23 (some centres undefined)
 : -4.9, x, -0.3, 13.1
54: COc1ccc(S(=O)(=O)N(C)C[C@@H]2Oc3ccc(NC(=O)Nc4c(C)noc4C)cc3C(=O)N([C@H](C)CO)C[C@@H]2C)cc1
 : 6.1, x, 0.2, 2.6
55: O=C1c2ccccc2[C@@H]2C[C@H](NC34CC5CC(CC(C5)C3)C4)[C@@H](O)CCN12
 : 4.5, x, -0.1, 0.9
56: COc1ccccc1C1CC(=O)Oc2c(C(C)C)ccc(C)c21 (centres undefined)
 : 3.7, x, -0.2, 0.8
57: CC(C)C(=O)N[C@@H]1c2ccccc2CC[C@H]1OCc1ccccc1
 : -1.1, x, -0.1, -1.9
58: COc1cc(CCc2ccccc2)c(C(=O)O)c(O)c1C/C=C(/C)CCC=C(C)C
 : -9.4, x, 0.1, 0.0
59: Cc1noc(C)c1S(=O)(=O)Nc1ccc2c(c1)CC(=O)N([C@H](C)CO)C[C@H](C)[C@@H](CN(C)CC1CC1)O2
 : -1.7, x, -0.2, 2.8
60: O=C(C[C@@H]1C/C=C\C[C@@H](Cc2ccc(F)cc2)C(=O)OC[C@H]2CCCN2C1=O)N[C@H](CO)Cc1ccccc1
 : 1.3, x, 0.2, -16.2
61: Cc1ccc(S(=O)(=O)N2[C@@H](c3ccc(C(C)(C)C)cc3)C(C(=O)O)=CC[C@H]2c2ccc(Cl)c(Cl)c2)cc1
 : 4.0, x, 0.9, 8.2
62: Cc1cccc(CNc2ncnc3ccc(-c4cccnc4)cc23)c1
 : 1.3, x, -0.3, 12.8
63: Cc1noc(C)c1S(=O)(=O)N(C)C[C@H]1Oc2c(NC(=O)NC3CCCCC3)cccc2C(=O)N([C@H](C)CO)C[C@@H]1C
 : -0.3, x, -0.2, 16.2
64: COc1ccc(NC(=O)N(C)C[C@H]2Oc3ccc(NC(=O)Cc4ccccc4)cc3C(=O)N([C@H](C)CO)C[C@@H]2C)cc1
 : 4.1, x, -0.1, 5.2
65: CC[C@]1(C(=O)OC)[C@H]2C(=O)N(Cc3ccccc3)C(=O)[C@H]2[C@H]2CN(C)C(=NCc3ccccc3)N21
 : -4.2, x, -0.3, 10.7

Single records (already shown):
COc1ccc(NC(=O)N(C)C[C@H]2Oc3ccc(NC(=O)Cc4ccccc4)cc3C(=O)N([C@H](C)CO)C[C@@H]2C)cc1 in the list: proCasp3 act = 4.1; JMJD2C inh = x; Efflux pump mplx = -0.1; proCasp7 act = 5.2
Cc1cccc(CNc2ncnc3ccc(-c4cccnc4)cc23)c1 in the list: proCasp3 act = 1.3; JMJD2C inh = x; Efflux pump mplx = -0.3; proCasp7 act = 12.8

Only part of the results is shown; count on the stated rates, not on these rows.
